From PubChem BioAssay
L major viab: Leishmania major promastigote growth inhibition, primary screen; 9% of 200,000 active; inhibition, % at 10 µM; Leishmania major promastigotes, resazurin fluorescence viability; in the data active means inhibition above about 50%;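 further: promastigotes grown with compound for 44 hours at 28 °C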
RAM network inh: inhibitors of the yeast RAM network, primary screen, dse1pr::URA3 reporter, 5-FOA selection; S. cerevisiae dse1pr::URA3 reporter, 5-FOA growth OD615, 2 d; analog-sensitive cbk1-as2 kinase mutant strain; 1.8% of 190,000 active; inhibition, % at 50 µM;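 active means inhibition above a set limit, 3 SD over mean compound inhibition, cut at about 8.4% in these data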;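 further: 0% = DMSO-only wells with no growth and 100% = 10 µM 1-NA-PP1 full growth; inhibition rescues growth on 5-FOA so higher OD means more RAM inhibition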
PPARg SRC2 recr: agonists of PPARg-SRC-2 recruitment, primary screen, biochemical, HTS | Peroxisome proliferator-activated receptor gamma (Homo sapiens), P37231 | 0.34% of 200,000 active | PPARgamma LBD-SRC-2 recruitment | activation, % at 8 µM; in the data active means activation above about 22%;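 further: 0% = vehicle and 100% = reference agonist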
Target sequence (P37231 whole entry, looked up, the tested form may be a part): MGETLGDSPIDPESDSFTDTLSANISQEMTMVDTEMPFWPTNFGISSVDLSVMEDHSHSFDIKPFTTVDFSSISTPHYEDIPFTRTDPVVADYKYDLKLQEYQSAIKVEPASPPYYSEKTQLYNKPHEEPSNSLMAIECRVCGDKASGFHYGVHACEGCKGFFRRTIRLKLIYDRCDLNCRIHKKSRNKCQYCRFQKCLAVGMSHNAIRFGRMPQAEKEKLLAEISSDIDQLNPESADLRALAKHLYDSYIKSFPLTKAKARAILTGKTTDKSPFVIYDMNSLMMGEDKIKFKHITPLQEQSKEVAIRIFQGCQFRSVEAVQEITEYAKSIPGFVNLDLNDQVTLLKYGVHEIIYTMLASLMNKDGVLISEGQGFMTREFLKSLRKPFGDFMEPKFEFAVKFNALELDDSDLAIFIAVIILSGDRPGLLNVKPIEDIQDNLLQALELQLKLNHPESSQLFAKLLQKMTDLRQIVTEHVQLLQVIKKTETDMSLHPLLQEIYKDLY
S1P3 antag: S1P3 receptor antagonists, primary screen, cell-based; CHO S1P3 NFAT-BLA reporter, FRET fluorescence, antagonist mode; inhibition, % at 4.98 µM; 0.27% of 170,000 active; AID 485, 2006;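 active means inhibition above the plate cutoff, the mean inhibition of test wells on that plate plus 3 SD, cut at about 28% in these data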;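 further: cells challenged with S1P at its EC80 of 0.8 µM; blue over green emission ratio from cleaved BLA substrate after 4 h stimulation; 0% = S1P-stimulated wells and 100% = unstimulated DMSO-only wells; some compounds past the cut are filed as inactive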
HMGR II inh: inhibitors of E. faecalis class II HMGR, primary screen, biochemical, Enterococcus faecalis. inhibition, % at 10 µM. 0.41% of 190,000 active. HMG-CoA reductase (Enterococcus faecalis, mvaE). purified E. faecalis HMGR, NADPH absorbance 340 nm kinetic. AID 1066, 2008;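 active means inhibition above a set limit, the median over all tested compounds plus 3 SD, cut at about 9.5% in these data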;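 further: enzyme runs in reverse so mevalonate oxidation gives rising NADPH absorbance; 0% = complete reaction with DMSO and 100% = background rate lacking mevalonate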
Redox H2O2 prof: compounds producing H2O2 with reducing agent – biochemical, NIH compound library profiling, artefact control for MLSCN library redox annotation, primary screen; AID 878, 2007; activation, % at 10 µM; DTT-dependent redox cycling H2O2, phenol red/HRP absorbance; 100% = 100 µM peroxide control, 0% = buffer; 0.03% of 200,000 active;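 active means activation of at least 50% relative to the plate's high and low controls in the primary single-dose screen; inactive means activation below 50%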;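 further: compound incubated with DTT at 0.8 mM final as the reducing agent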
PPARg SRC1 recr: PPARgamma agonists recruiting SRC-1 coactivator, primary screen, biochemical; 0.41% of 200,000 active; activation, % at 8 µM; Peroxisome proliferator-activated receptor gamma (Homo sapiens), P37231; AID 631, 2007; PPARgamma-SRC-1 coactivator recruitment biochemical assay; in the data active means activation above about 19%;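 further: 0% = DMSO and 100% = reference agonist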
SRC2 TRFRET art: TR-FRET signal artefacts, primary screen, artefact control for PPARgamma SRC-2 agonist project, biochemical; 0.4% of 200,000 active; TR-FRET ratio at 8 µM; AID 1049, 2008; TR-FRET artefact counter-screen; hits give high values; in the data active means TR-FRET ratio above about 2000; further: inactives centre near 1500
PPARg SRC-3 ag: PPARgamma agonists recruiting SRC-3 coactivator, primary screen, biochemical. Peroxisome proliferator-activated receptor gamma (Homo sapiens), P37231. biochemical PPARgamma/SRC-3 coactivator recruitment assay. activation, % at 8 µM. 0.26% of 200,000 active. AID 731, 2007; in the data active means activation above about 23%;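 further: 0% = DMSO and 100% = reference agonist; some compounds past the cut are filed as inactive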
bIAP inh: bovine intestinal alkaline phosphatase inhibitors, primary screen, selectivity assay for TNAP inhibitor project, biochemical, bovine IAP, CDP-star luminescence | alkaline phosphatase, intestinal [Bos taurus] | purified bovine IAP, 30 min | inhibition, % at 20 µM | 190,000 tested, under 10 active | AID 1019, 2008;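 active means over 50% inhibition of intestinal alkaline phosphatase at 20 µM in the single-dose screen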
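System: purified bovine intestinal alkaline phosphatase (IAP) enzyme; Input: IAP diluted 1/65,000,000 in the well; Measured by: CDP-star luminescence signal; Compound dosing: 20 µM single dose; Incubation: 30 min reaction at room temperature.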
ROMK mod: ROMK potassium channel modulators, primary screen, cell-based, thallium flux, MLSMR library | B-score at 10 µM | AID 1918, 2009 | Tet-inducible ROMK, thallium flux fluorescence; actives lie on both sides | 2% of 130,000 active;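 active means signal ratio slope over the read window, or its plate-corrected B-score, at least 3 SD from the plate mean, either direction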;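 further: B-score of the F/F0 ratio slope over 7 to 12 s after thallium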
Target sequence (P48048 whole entry, looked up): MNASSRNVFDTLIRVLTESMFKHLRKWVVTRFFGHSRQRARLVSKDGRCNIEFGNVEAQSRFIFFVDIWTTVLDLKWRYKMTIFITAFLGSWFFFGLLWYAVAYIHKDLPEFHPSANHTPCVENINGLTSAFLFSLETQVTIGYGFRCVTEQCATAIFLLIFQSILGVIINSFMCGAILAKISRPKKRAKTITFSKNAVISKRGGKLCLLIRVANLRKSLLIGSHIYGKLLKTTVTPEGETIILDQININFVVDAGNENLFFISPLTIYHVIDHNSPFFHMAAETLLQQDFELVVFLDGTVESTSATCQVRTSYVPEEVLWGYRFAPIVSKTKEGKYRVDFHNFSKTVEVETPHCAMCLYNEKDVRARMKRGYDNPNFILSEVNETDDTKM
An asterisk follows results filed as active; x = no result given.

Fields: L major viab	RAM network inh	PPARg SRC2 recr	S1P3 antag	HMGR II inh	Redox H2O2 prof	PPARg SRC1 recr	SRC2 TRFRET art	PPARg SRC-3 ag	bIAP inh	ROMK mod
> CC1(C)CC(=O)c2cc(OCC(=O)N3CCN(c4ccccc4F)CC3)ccc2O1
  -8	3.2	0	-7	0	-1.5	0	1504	3	0	0.5
> Cc1ccc(NC(=S)NC2CCCC2)cc1
  2	-0.2	-4	x	0	-1.2	2	1475	3	11	x
> O=C(Cc1ccc(Nc2nc3ccc(Br)cc3[nH]2)cc1)NCCc1cccs1
  3	-0.3	-2	x	-4	-2.9	-6	1469	-3	-64	x
> Cc1ccc(N2CC(C(=O)NCC3CCCO3)CC2=O)cc1Cl (centres undefined)
  -9	0.2	1	-20	-8	-3.0	6	1595	-4	4	x
> N=C(N)SCc1ccccc1Cl
  19	0.8	6	-3	-2	0.8	-2	1398	-3	12	-2.3
> CCCNC(=O)Cn1cnc2sc(C(=O)N3CCN(CCC)CC3)c(C)c2c1=O
  -5	0.1	5	11	-4	-2.1	2	1479	4	8	0.4
> COC(=O)c1cc(N=CC2=C(O)CC(C)(C)CC2=O)cc(C(=O)OC)c1
  -4	0.1	9	-12	-5	-0.4	3	1652	5	-8	0.33
> CNc1nc(C)cc(C)c1S(=O)(=O)c1ccc(C)cc1
  32	2.0	-2	x	-2	-4.1	-5	1542	-10	2	x
> CC1CCN(c2ncnc3c2cnn3Cc2ccc(Cl)cc2)CC1
  -2	0.3	7	x	-4	-0.7	10	1637	-2	-3	-1.6
> CC(=O)Nc1cc(S(=O)(=O)Nc2ccccc2C)c(C)cc1C
  -1	1.9	6	x	-9	2.3	10	1602	5	-1	x
> CC(=O)Nc1ccc(SCC(=O)O)cc1
  -14	2.5	2	-16	-5	-1.1	2	1566	0	-35	0.064
> COCCCn1c(SCC(=O)Nc2nnc(C)s2)nnc1-c1ccoc1C
  -9	1.4	-2	1	1	2.3	-1	1458	-2	7	x
> O=S(=O)(c1ccc2ccccc2c1)n1cnc2ccccc21
  4	3.0	0	0	2	-2.1	11	1674	6	4	x
> CC/C(C)=C1\SC(N2CCN(C(C)=O)CC2)=NC1=O
  -1	-0.1	3	x	-3	-1.0	4	1547	-7	0	0.65
> Cc1ccc(C(=O)O)cc1NC(=O)CCc1ccccc1
  -4	1.5	-3	-21	-1	-0.1	8	1618	3	-2	-0.21
> COc1ccc(-c2nc3ccccc3c(=O)n2N)cc1
  -10	0.8	0	x	-1	1.1	4	1763	0	4	-1
> COc1cccc(OC)c1OCCCN1CCOCC1
  2	0.1	3	-15	-5	-0.7	3	1464	1	6	-0.6
> CCN(Cc1cnn(C)c1)Cc1nc(Cc2ccccc2Cl)no1
  -10	1.0	0	9	-1	0.2	2	1613	2	-3	x
> COc1ccc(C(=O)Oc2cc(/C=N/NS(=O)(=O)c3ccc(C)cc3)ccc2OC)cc1
  0	5.3	0	x	0	-4.7	2	1557	-3	1	-1
> CCOC(=O)c1cc(-c2ccccc2)n(CC(=O)Nc2ccc(OC)cc2)c1C
  51*	0.4	-9	1	-6	0.5	-5	1501	5	9	1
> C=CCOc1ccc2nnc(C)n2n1
  11	-0.7	-5	-11	-2	0.3	9	1502	-1	-1	1.7
> CCCC(=O)Nc1nnc(-c2ccc(Cl)s2)o1
  14	2.2	-12	-26	1	-0.9	-6	1559	6	12	x
> O=c1c2ccccc2ncn1CCCSc1ccccc1
  0	-0.9	2	x	-1	-4.9	-5	1547	4	3	x
> COc1ccc(-c2c3c(nc4sc(C(=O)Nc5cc(C)on5)c(N)c24)CCC3)cc1
  -5	7.4	17	52	-6	-1.1	8	1646	13	-2	-0.57
> COc1ccccc1CNC(=O)C(C)NS(=O)(=O)c1ccc(C)cc1 (centres undefined)
  -2	-1.0	10	-1	-2	-0.4	-1	1465	1	8	x
> CN1CCN(C(=O)c2cc3nc(-c4ccc(F)cc4)cc(C(F)(F)F)n3n2)CC1
  4	0.8	-5	17	-5	-0.1	-2	1408	7	7	-1
> Cc1coc(=N)n1CC(=O)c1ccc(Cl)cc1
  2	-0.5	6	8	-5	-0.7	4	1507	1	-4	0.23
> COc1ccccc1Cn1nnc2c(=O)[nH]c(C3CCN(C(=O)c4ccccc4Cl)CC3)nc21
  -2	1.4	6	5	0	2.0	-1	1506	4	0	x
> COC(=O)c1ccccc1NC(=O)NCc1c(C)nn(C)c1C
  0	-0.1	5	-2	-3	-0.2	6	1561	0	-21	0.11
> CCOC(=O)c1cc(NC(=O)Nc2ccc(Br)cc2)c(C)nc1C
  -8	2.7	2	-3	-1	-1.9	6	1553	-5	0	0.83

7 successive records from above, for reference:
Fields: L major viab	RAM network inh	PPARg SRC2 recr	S1P3 antag	HMGR II inh	Redox H2O2 prof	PPARg SRC1 recr	SRC2 TRFRET art	PPARg SRC-3 ag	bIAP inh	ROMK mod
> COc1ccc(-c2c3c(nc4sc(C(=O)Nc5cc(C)on5)c(N)c24)CCC3)cc1
  -5	7.4	17	52	-6	-1.1	8	1646	13	-2	-0.57
> COc1ccccc1CNC(=O)C(C)NS(=O)(=O)c1ccc(C)cc1 (centres undefined)
  -2	-1.0	10	-1	-2	-0.4	-1	1465	1	8	x
> CN1CCN(C(=O)c2cc3nc(-c4ccc(F)cc4)cc(C(F)(F)F)n3n2)CC1
  4	0.8	-5	17	-5	-0.1	-2	1408	7	7	-1
> Cc1coc(=N)n1CC(=O)c1ccc(Cl)cc1
  2	-0.5	6	8	-5	-0.7	4	1507	1	-4	0.23
> COc1ccccc1Cn1nnc2c(=O)[nH]c(C3CCN(C(=O)c4ccccc4Cl)CC3)nc21
  -2	1.4	6	5	0	2.0	-1	1506	4	0	x
> COC(=O)c1ccccc1NC(=O)NCc1c(C)nn(C)c1C
  0	-0.1	5	-2	-3	-0.2	6	1561	0	-21	0.11
> CCOC(=O)c1cc(NC(=O)Nc2ccc(Br)cc2)c(C)nc1C
  -8	2.7	2	-3	-1	-1.9	6	1553	-5	0	0.83

New compounds follow
Fields: L major viab	RAM network inh	PPARg SRC2 recr	S1P3 antag	HMGR II inh	Redox H2O2 prof	PPARg SRC1 recr	SRC2 TRFRET art	PPARg SRC-3 ag	bIAP inh	ROMK mod
> Cc1ccc(NC(=O)C2(c3ccccc3)CC2(Cl)Cl)cc1C (centres undefined)
  67*	4.2	1	x	-1	3.8	-2	1322	-8	12	x
> Cc1nc(SCC(=O)N2CCOCC2)c2ccsc2n1
  -3	1.5	8	21	-3	-7.6	-5	1437	-5	-2	x
> O=c1c2cnn(-c3ccccc3)c2nc(-c2cccs2)n1-c1ccc(Cl)cc1
  0	4.4	-6	x	-6	2.5	5	1373	-10	12	x
> COc1ccc(CN2CCNC(=O)C2CC(=O)N(C)Cc2nccn2C)cc1OC (centres undefined)
  0	-0.1	4	-9	-2	-0.2	12	1680	0	-2	1.1
> COc1cccc(C2=Nn3c(nnc3-c3ccccc3O)SC2)c1
  -8	1.6	-1	10	-2	1.4	-9	1545	-2	-8	x
> COc1ccc(-c2cc(=Nc3ccc(C(=O)O)cc3)c3cc(C)ccc3o2)cc1
  8	0.4	1	-5	0	-0.9	12	1711	1	2	0.25
> NC(=NC1CCCCC1)c1ccc(Cl)cc1
  0	2.1	-1	-6	-7	0.2	-1	1665	2	5	-1.1
> COC(=O)Cn1c(=NC(=O)c2ccc(Cl)s2)sc2cc(C)ccc21
  5	2.2	6	4	1	-0.5	5	1646	5	x	-0.29
> Cc1ccccc1CS(=O)(=O)Cc1ccc(C(=O)NCCCN2CCOCC2)o1
  -1	-0.2	-5	6	3	1.8	-1	1589	-7	11	x
> O=C(CNc1ccccc1)N/N=C/c1ccc([N+](=O)[O-])o1
  100*	2.5	-1	x	4	2.1	-5	1508	3	11	x
> CCN1CCN(c2nn3c(=O)c4ccccc4nc3c3ccccc23)CC1
  34	1.2	2	x	-1	0.8	10	1436	8	-4	x
> Cc1nnc(SC(C)C(=O)Nc2ncc(Cl)cc2Cl)n1Cc1ccccc1 (centres undefined)
  -8	0.4	-4	x	1	1.9	0	1505	-6	6	x
> Cc1ccc(C(C)C)c(OCCNC(=O)c2cncc(Br)c2)c1
  7	2.3	4	x	5	-3.5	-5	1247	-10	-7	-0.44
> C=CCn1c(=O)c2c(nc3n2CCN3c2cccc(Cl)c2C)n(C)c1=O
  5	0.6	9	-12	-2	-1.3	2	1497	-8	-2	x
> O=c1[nH]c(-c2ccccn2)cc2ccccc12
  -2	-0.8	4	-24	0	0.0	7	1495	7	-10	1.3
> CCC(C)NC(=O)Cn1cnc([N+](=O)[O-])c1 (centres undefined)
  8	-0.5	0	-10	0	-0.1	-4	1417	1	8	0.37
> CCOc1ccc(NC(=O)C2=C(C)NC(=S)NC2c2ccc(O)c(OC)c2)cc1 (centres undefined)
  2	-0.8	1	-2	-2	-0.1	-12	1282	4	2	0.49
> CC(=O)/C(C#N)=C1\NC(=O)C(Cc2ccccc2)S1 (centres undefined)
  -1	0.4	1	x	-2	-0.5	6	1481	2	26	0.21
> Cc1ccccc1C(=O)N1CCC(C(N)=O)CC1
  -5	0.5	8	x	2	0.2	1	1531	-1	0	-0.59
> O=C(/C=C/c1ccc(Cl)cc1)Nn1c(-c2cccs2)nc2ccccc2c1=O
  -2	6.6	8	11	-5	-0.4	-1	1467	-6	11	0.72
> CCCNC(=S)N1CCC(C(=O)c2ccc3c(c2)OCCO3)CC1
  3	1.3	-9	-8	4	0.0	1	1520	-2	18	0.12
> CCN(CC)c1ccc(S(=O)(=O)N2CCOCC2)cc1NC(=O)c1cc(=O)c2ccccc2o1
  27	3.2	1	3	-7	-2.3	5	1607	2	6	0.84
> COc1cc(/C=C2\SC(=Nc3ccccc3)N(Cc3ccco3)C2=O)ccc1OC(C)C(=O)O (centres undefined)
  -10	6.6	1	-3	-4	-0.2	-2	1672	4	-25	x

Two entries from above, set out differently.
Cc1ccc(C(C)C)c(OCCNC(=O)c2cncc(Br)c2)c1
- L major viab: 7
- RAM network inh: 2.3
- PPARg SRC2 recr: 4
- S1P3 antag: x
- HMGR II inh: 5
- Redox H2O2 prof: -3.5
- PPARg SRC1 recr: -5
- SRC2 TRFRET art: 1247
- PPARg SRC-3 ag: -10
- bIAP inh: -7
- ROMK mod: -0.44

N=C(N)SCc1ccccc1Cl
- L major viab: 19
- RAM network inh: 0.8
- PPARg SRC2 recr: 6
- S1P3 antag: -3
- HMGR II inh: -2
- Redox H2O2 prof: 0.8
- PPARg SRC1 recr: -2
- SRC2 TRFRET art: 1398
- PPARg SRC-3 ag: -3
- bIAP inh: 12
- ROMK mod: -2.3
